Compound activity as filed in PubChem.
TDP-43 yeast inh: qHTS of TDP-43 Inhibitors. TDP-43 expressing yeast growth rescue, BacTiter-Glo, 24 h. Potency, µM (titrated, usually from 46.1 µM), inactives show at the highest dose growth rescue (activation), most hits filed as activators. hit rate 1.8% among 410,000. AID 652104, 2013; note: potency is the fitted concentration of half-maximal effect; % of control where 0% means no effect; nearly all actives have a fitted effect of over 50% in size
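Yeast cells expressing TDP-43 under galactose induction are exposed to compounds for 24 hr at 30 deg C. BacTiter-Glo luminescence measures growth, so protective compounds score as activators.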
PTHR1 ag: qHTS for PTHR1 Agonists: Primary Screen. Parathyroid hormone/parathyroid hormone-related peptide receptor (Homo sapiens), Q03431. HEK293 GP2 PTHR1 cells, GloSensor cAMP luminescence, 1 h. Potency, µM (highest dose often 115 µM), without a hit: at the top dose activation, most hits filed as activators. hit rate 0.075% among 410,000; note: potency is the fitted concentration of half-maximal effect; nearly all actives have a fitted effect of over 55% in size; some results filed as inactive show a strong effect at the top dose; inactives centre near -15; many of its hits are not listed in these tables
Target sequence (Q03431 whole entry, looked up): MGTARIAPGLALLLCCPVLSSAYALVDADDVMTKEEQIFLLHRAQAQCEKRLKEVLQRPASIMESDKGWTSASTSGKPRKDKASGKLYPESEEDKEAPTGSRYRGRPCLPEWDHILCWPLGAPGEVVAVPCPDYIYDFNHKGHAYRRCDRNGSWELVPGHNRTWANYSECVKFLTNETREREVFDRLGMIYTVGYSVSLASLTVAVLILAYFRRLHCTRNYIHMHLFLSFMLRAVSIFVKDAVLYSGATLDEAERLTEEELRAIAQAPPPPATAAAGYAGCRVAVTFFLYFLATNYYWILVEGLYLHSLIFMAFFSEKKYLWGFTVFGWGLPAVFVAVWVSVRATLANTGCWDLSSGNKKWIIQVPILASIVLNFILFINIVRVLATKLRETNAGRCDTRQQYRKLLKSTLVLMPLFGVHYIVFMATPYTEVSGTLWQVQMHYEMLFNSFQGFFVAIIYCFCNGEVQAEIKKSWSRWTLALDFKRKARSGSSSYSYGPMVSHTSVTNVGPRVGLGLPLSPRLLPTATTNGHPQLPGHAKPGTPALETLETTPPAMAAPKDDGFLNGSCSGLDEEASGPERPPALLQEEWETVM
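HEK-293-derived GP2 cells expressing PTHR1 and a GloSensor cAMP reporter, 3,000/well, plated overnight, given luciferin plus IBMX (each 0.5 mM as added) for 1 h at 37 °C, then compound for 1 h at 37 °C. Luminescence was read after 15 min at room temperature.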
GLP-1R inv ag: qHTS of GLP-1 Receptor Inverse Agonists (Inhibition Mode); Glucagon-like peptide 1 receptor (Homo sapiens), P43220; HEK293 GLP-1R CRE-luciferase, luminescence, 24 h; GLP-1R form is constitutively active; Potency, µM (doses to about 38.3 µM), without a hit: at the top dose activity change, negative = inhibition, most hits filed as inhibitors; hit rate 1.6% among 410,000; note: potency is the fitted concentration of half-maximal effect; % is set by controls: 0 for no effect and ±100 for the full control effect; nearly all actives have a fitted effect of over 55% in size
Target sequence (P43220 whole entry, looked up): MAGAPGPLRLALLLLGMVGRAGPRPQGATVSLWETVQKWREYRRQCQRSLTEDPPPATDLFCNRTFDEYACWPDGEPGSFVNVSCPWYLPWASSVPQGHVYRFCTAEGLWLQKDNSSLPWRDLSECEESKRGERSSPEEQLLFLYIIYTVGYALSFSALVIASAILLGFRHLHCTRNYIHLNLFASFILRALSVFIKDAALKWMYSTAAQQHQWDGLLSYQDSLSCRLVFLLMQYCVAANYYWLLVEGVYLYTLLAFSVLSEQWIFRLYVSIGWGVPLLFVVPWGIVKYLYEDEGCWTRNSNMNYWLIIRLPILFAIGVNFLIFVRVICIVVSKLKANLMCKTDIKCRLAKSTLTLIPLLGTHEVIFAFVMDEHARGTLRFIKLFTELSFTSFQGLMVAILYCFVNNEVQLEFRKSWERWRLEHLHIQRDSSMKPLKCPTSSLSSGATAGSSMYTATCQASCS
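Inverse agonism was detected as reduced cAMP-driven luciferase luminescence after 24 h compound treatment. The cells were HEK293 clones expressing constitutively active human GLP-1R with the reporter. Reporter-only and GPR119 cell lines served as counterscreen controls.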
pAkt inh: HTS Assay for Inhibitors of Akt Phophorylation: Primary Screen; Neuro2A IGF-stimulated pAkt S473 HTRF, 20 min; stronger effect = lower value; activity change, % for hits at 50 µM; hit rate 0.32% among 360,000; AID 651550, 2012; in the data active = activity change below about -80%; inconclusive = mostly about -51% to -80%; note: % is set by controls: 0 for no effect and ±100 for the full control effect
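Neuro2A cells (4,500/well, DMEM with 0.5% FBS) were treated with compound at a single 50 µM final concentration, stimulated with 6 nM IGF for 20 min at 37 °C, and lysed. Phospho-Akt Ser473 was read by HTRF as 665/615 ratio ×10^4.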
Abeta yeast res: qHTS for compounds that reverse cellular toxicity of Amyloid beta (A-beta) peptide in yeast: Primary Screen; Potency, µM (doses to about 46.1 µM), without a hit: at the highest dose growth rescue, actives largely listed as activators; AID 1347071, 2019; yeast expressing A-beta42, growth rescue, OD600, 48 h; response scale: 0% DMSO, 100% iron-clioquinol control; hit rate 0.063% among 410,000; note: potency is the fitted concentration of half-maximal effect; nearly all actives have a fitted effect of over 55% in size
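Growth rescue measured by 600 nm absorbance after 48 h yeast culture at 30 C with compound. Values normalized between DMSO and an equimolar ferric chloride plus clioquinol control.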
FUS suppressor: qHTS for Suppressors of FUS Proteinopathy: Primary screen using FUS-linked yeast assay; S. cerevisiae FUS-expressing, growth rescue, OD600, 24 h; Potency, µM (series often up to 76.6 µM), for the others: at the top dose growth rescue (activation), most hits filed as activators; hit rate 0.24% among 390,000; AID 1347120, 2019;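 note: potency is the fitted concentration of half-maximal effect; plate controls were DMSO vehicle for no effect and reference control for full effect; nearly all actives have a fitted effect of over 55% in size; some results filed as inactive show a strong effect at the top dose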
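Toxicity suppression screen in FUS-yeast. Cells induced with 2% galactose, starting OD 0.005, treated 24hr at 30C with compounds at multiple final concentrations; growth by OD600.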
aSyn rescue: qHTS of alpha-syn Inhibitors. Yeast expressing alpha-synuclein, growth rescue, BacTiter-Glo, 24 h. hit rate 0.14% among 370,000. AID 652106, 2013. Potency, µM (highest dose often 46.1 µM), for the others: at the top dose growth rescue (activation), actives largely listed as activators; note: potency is the fitted concentration of half-maximal effect; % of control where 0% means no effect; nearly all actives have a fitted effect of over 65% in size
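Galactose-induced alpha-syn yeast (OD600=0.02, raffinose-pregrown) + pinned cpd, 24 hr, 30 deg C; growth by BacTiter-Glo luminescence. Growth restoration scores as activation.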
HEK293 tox: qHTS of GLP-1 Receptor Inverse Agonists: Cytotox Screen. HEK293 cAMP-luciferase reporter cells, luminescence, 24 h. Potency, µM (top dose mostly 38.3 µM), for inactives: top-dose activity change, negative = inhibition, actives largely listed as inhibitors. hit rate 0.13% among 410,000;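 note: loss of luciferase light is scored as toxicity; potency is the fitted concentration of half-maximal effect; % is set by controls: 0 for no effect and ±100 for the full control effect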
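1536-well qHTS counterscreen of the MLSMR; 200 cells/uL, 12 h pre-incubation, 23 nL cpd, 24 h at 37 deg C 5% CO2, luciferase detection reagent, 12 min RT, luminescence. Inhibition = undesired.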
Mm-Cpn inhibitor: Inhibitors of TCP-1 ring complex (TRiC) of Methanococcus maripaludis (MmCpn): qHTS. Chaperonin Mm-Cpn (Methanococcus maripaludis). purified Mm-Cpn ATPase, ADP Transcreener TR-FRET. Potency, µM (titrated, usually from 76.9 µM), inactives show top-dose activity, negative = inhibition, actives largely listed as inhibitors. hit rate 0.031% among 330,000; note: potency is the fitted concentration of half-maximal effect; % is set by controls: 0 for no effect and ±100 for the full control effect; nearly all actives have a fitted effect of over 80% in size
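Reaction buffer contained 30 mM Tris pH 7.4, 100 mM KCl, 5 mM MgCl2 and 1 mM DTT. Mm-CPN (25 nM final) hydrolysed 10 uM ATP over 30 min at 37°C; ADP was read by HTRF.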
* marks the source's active call; other numbers are inactive results; i = inactive; ? = inconclusive; . = not tested or not shown; [ ] = another dose, or the depositor's remark. Unless noted, calls come from the whole dose curve; as a rule, active = well fitted curve in the direction sought with a large enough effect; inconclusive = small, poorly fitted or top-dose-only effect, or another doubt; inactive = no such curve, though single readings can be large; an effect the other way counts as inactive or inconclusive. These rows are one share of the data; count on the stated rates, not on these rows.

SMILES	TDP-43 yeast inh	PTHR1 ag	GLP-1R inv ag	pAkt inh	Abeta yeast res	FUS suppressor	aSyn rescue	HEK293 tox	Mm-Cpn inhibitor
O=C(NC1CCCC1)C(c1ccccc1F)N(C(=O)Cc1cccs1)c1ccc2c(c1)OCCO2 (stereo not given)	6%	-11%	10µM*	i	-3%	?	-1%	5%	5%
COc1c(C)cc(Br)cc1C(=O)NC(=S)NCc1ccco1	-11%	-23%	?	i	-27%	.	0%	5%	0%
C/C(=N\Nc1ccc(S(N)(=O)=O)cc1[N+](=O)[O-])c1ccc2c(c1)OCO2	0%	-25%	-14%	i	2%	4%	-1%	?	4%
O=C(NC1CCCCC1)/C(=C/c1ccc(Cl)cc1)NC(=O)c1ccccc1	-10%	21%	11%	.	-21%	3%	.	-10%	.
CN(C)S(=O)(=O)c1ccc(C(=O)NCc2nnc(SCC(=O)N3CCCCCC3)o2)cc1	-9%	-29%	12%	i	-9%	-2%	1%	11%	-1%
O=C(CCCC(=O)Nc1cccc(Br)c1)N/N=C/c1cc([N+](=O)[O-])ccc1O	11%	i	?	i	-14%	-14%	-12%	-24%	-1%
Cc1cc(NC(=O)CCC(=O)N(Cc2ccco2)C2(C(=O)NC3CCCCC3)CCN(C)CC2)no1	4%	i	1%	i	0%	-21%	3%	-14%	1%
C/C(=N\NC(=O)c1nc2ccccn2c1C)c1ccco1	-2%	i	47%[activator]	i	-6%	-41%	-6%	5%	-2%
CC(=O)NC(=C(Cl)Cl)S(=O)(=O)c1ccccc1	6%	i	?	i	-7%	-23%	-4%	?	-1%
COc1ccc(Br)c2oc(SC)cc(=O)c12	?	i	51%[activator]	i	7%	-26%	13%	-6%	-4%

Quoted at random: 3 compounds from above
SMILES	TDP-43 yeast inh	PTHR1 ag	GLP-1R inv ag	pAkt inh	Abeta yeast res	FUS suppressor	aSyn rescue	HEK293 tox	Mm-Cpn inhibitor
C/C(=N\NC(=O)c1nc2ccccn2c1C)c1ccco1	-2%	i	47%[activator]	i	-6%	-41%	-6%	5%	-2%
CC(=O)NC(=C(Cl)Cl)S(=O)(=O)c1ccccc1	6%	i	?	i	-7%	-23%	-4%	?	-1%
O=C(NC1CCCC1)C(c1ccccc1F)N(C(=O)Cc1cccs1)c1ccc2c(c1)OCCO2 (stereo not given)	6%	-11%	10µM*	i	-3%	?	-1%	5%	5%

Carrying on.
SMILES	TDP-43 yeast inh	PTHR1 ag	GLP-1R inv ag	pAkt inh	Abeta yeast res	FUS suppressor	aSyn rescue	HEK293 tox	Mm-Cpn inhibitor
COC(=O)c1ccc2c(=O)n(CCc3ccc(S(N)(=O)=O)cc3)c(SCC(=O)C(C)(C)C)nc2c1	18%	-4%	-2%	.	-12%	-9%	.	-7%	.
CCCCn1nnnc1C(c1ccccc1)N1CCN(C(=O)c2ccco2)CC1 (stereo not given)	27%	-9%	5%	i	-4%	15%	-3%	-16%	.
CCC(=O)N1c2ccccc2[C@@H](N(C(C)=O)c2ccccc2)C[C@H]1C	-6%	i	59%[activator]	i	-13%	?	-1%	-15%	-1%
Cc1cc(=O)n(Cc2c(F)cccc2Cl)c2c1c(C)nn2C	20%	i	-7%	.	-6%	-14%	.	4%	.
O=c1cc(CSc2ccccc2)nc(-c2ccncc2)[nH]1	-19%	-4%	9%	i	-7%	3%	-3%	2%	4%
CCOC(=O)[C@H]1[C@H]2COc3ccc(Br)cc3[C@@H]2N2C(=O)c3cc(OC)c(OC)cc3NC(=O)[C@@]12C	8%	-47%[inhibitor]	7%	i	1%	?	4%	3%	1%
NNC(=O)Cn1c(-c2nonc2N)nc2ccccc21	12%	-5%	-22%	i	11%	-32%	5%	14%	0%
CC(C)(C)C(=O)N(Cc1nc2ccccc2c(=O)[nH]1)Cc1cccs1	5%	-22%[57.5 µM]	2%	i	21%	-9%	4%	-9%	-1%
Cc1cc(=O)oc2cc(OC(C)C(=O)Nc3ccc(N4CCCCC4)cc3)ccc12 (stereo not given)	-1%	-6%	11%	i	-5%	.	-12%	3%	0%
CC1CCN(C(=O)/C(=C/c2ccccc2Cl)c2ccccc2)CC1	?	-1%[57.5 µM]	?	i	9%	27%	-28%	-10%	0%
CCOC(=O)C1=CCC(c2ccco2)N(S(=O)(=O)c2ccc(C)cc2)C1 (stereo not given)	-1%	-24%	?	i	-6%	39%	-6%	-5%	.
CC(Sc1ccccc1)C(=O)NCCc1ccccc1 (stereo not given)	-1%	i	-14%	i	10%	-11%	1%	3%	0%
CCOC(=O)c1[nH]c(C)c(/C(O)=C2\C(=O)C(=O)N(CCCN(C)C)C2c2cccnc2)c1C (stereo not given)	-4%	-10%[57.5 µM]	3%	i	17%	-13%	6%	-3%	-1%
CC(C)(C)c1ccc(OCC(=O)NCc2ccco2)c(Br)c1	?	-4%[57.5 µM]	?	i	5%	?	3%	-11%	0%
CCOC(=O)N1CCN(Cc2cc(Cl)c3cccnc3c2O)CC1	-16%	-5%	?	i	14%	3%	17%	?	-1%
Cc1cc(C)c(C(=O)N2CCCC(N3CCN(c4cccc(C(F)(F)F)c4)CC3)C2)o1 (stereo not given)	6%	-32%[inhibitor]	?	i	9%	?	-4%	-8%	0%
c1ccc(N2CCN(c3cnccn3)CC2)nc1	-18%	-5%[57.5 µM]	0%	i	2%	44%	-6%	24%	2%
C=CCN1C2CCCC1CC(NC(=O)Nc1cc(C)cc(C)c1)C2 (stereo not given)	11%	i	?	i	-9%	17%	0%	13%	0%
COC(=O)[C@@]12C[C@@H](CC(=O)N3CCCCC3)C(=O)N(Cc3cccc4ccccc34)C1=CCC(C)(C)C2	14%	-31%[inhibitor]	?	i	2%	?	-1%	-7%	.
O=C(Nc1cc(Cl)ccc1-n1cncn1)c1ccc([N+](=O)[O-])s1	-92%[inhibitor]	i	8%	i	-89%[inhibitor]	12%	-70%[inhibitor]	?	-3%
N#Cc1ccccc1OCCN1C(=O)c2ccccc2C1=O	21%	-13%	3%	i	-1%	10%	3%	1%	1%
O=c1[nH]n(CC2COC3(CCCCC3)O2)c(=O)c2ccccc12 (stereo not given)	21%	-2%[57.5 µM]	67%[activator]	i	15%	-3%	5%	1%	-12%
CCn1cc(C(=O)NCCN(CC(C)C)CC(C)C)c(=O)c2cc(S(=O)(=O)N3CCOCC3)ccc21	-13%	i	7.9µM*	i	3%	-15%	-4%	-18%	-1%
COc1ccc(Cl)cc1N1C(=O)CC(N2CCc3ccccc32)C1=O (stereo not given)	26%	-8%	-12%	i	24%	27%	15%	-7%	0%
O=C(O)c1ccc(/C=N/Nc2ncc(C(F)(F)F)cc2Cl)cc1	3%	i	5%	i	-11%	18%	25%	-15%	-1%
COc1ccc(NC(=O)c2oc3ccccc3c2NC(=O)c2cc(OC)c(OC)c(OC)c2)cc1	-15%	-46%[inhibitor]	?	.	-14%	?	.	-12%	.
O=C(Nc1ccc(S(=O)(=O)N2CCOCC2)cc1)C1CC1	-7%	-9%	3%	i	0%	-3%	5%	10%	0%
Cc1ccc(S(=O)(=O)NCC(=O)OCC(=O)N(Cc2ccccc2)C(C)(C)C)cc1	15%	i	3%	i	1%	.	9%	-6%	0%
O=C(Nc1ccc2cn[nH]c2c1)c1ccc(S(=O)(=O)N2CCOCC2)cc1	-28%	-11%	-25%[7.66 µM]	i	-2%	46%	-15%	-6%[7.66 µM]	3%
CSc1ccccc1CNc1nc(NCC2CC2)nc2ccsc12	15%	-26%	?	i	-8%	4%	-21%	?	.
CC(Sc1ccccc1)C(=O)Nc1ccc(N2CCOCC2)cc1 (stereo not given)	17%	i	19%	i	5%	16%	2%	12%	1%
CCN(CC)CCn1c(=S)[nH]c2cc(C(=O)N3CC(C)CC(C)C3)ccc2c1=O (stereo not given)	-25%	i	5%	i	-4%	9%	1%	3%	-3%
Cc1cc(N)ccc1NC(=O)CN1CCCC1	-1%	i	-3%	i	7%	-32%	-4%	1%	-3%
O=C(CSc1nnc(-c2ccco2)o1)Nc1c(F)cccc1F	-7%	-6%	17%	i	-21%	-9%	-1%	-5%	-1%
CCOc1ccc(N2CCc3c(C)nc(SC)nc32)cc1	-6%	-1%	13%	i	-22%	18%	-2%	-6%	0%
CCN1CCCC1CN=Cc1c(O)n(-c2ccccc2)c(=O)c2ccccc12 (stereo not given)	0%	i	2%	i	7%	?	-1%	98%[activator]	0%
OCCC1CN(Cc2ccc3nsnc3c2)CCN1C1CCCCC1 (stereo not given)	-11%[9.22 µM]	i	6%	i	-10%	4%	-2%	-4%	-1%
CCCCn1c(N)c(N(CC(C)C)C(=O)C2=COCCO2)c(=O)[nH]c1=O	0%	-6%	24%	i	-21%	-11%	-5%	11%	2%
COc1cc2c(C(=O)N3CCN(Cc4ccc5c(c4)OCO5)CC3)cn(C)c(=O)c2cc1OC	15%	i	0%	i	4%	27%	-10%	-13%	2%
CCN(C(=O)COC(=O)c1ccccc1NC(=O)c1ccco1)C1CCS(=O)(=O)C1 (stereo not given)	-13%	i	17%	i	-20%	-2%	-7%	3%	-2%
COc1ccc(-n2c(COc3cccc4ccccc34)nnc2SC(C)C(=O)O)cc1 (stereo not given)	0%	16%	8%	i	6%	20%	-2%	3%	4%
